# High-throughput results as filed in PubChem BioAssay.
# RTF Ca sens act – cardiac RTF calcium sensitivity activators, primary screen, biochemical, IANBD-TnC fluorescence, EC20 calcium | activation, % at 7.2 µM | 0.24% of 340,000 active | IANBD-labeled TnC RTF fluorescence at EC20 calcium; 0% EC20 calcium, 100% full calcium | Troponin I, cardiac muscle (Homo sapiens) + Troponin T, cardiac muscle (Homo sapiens) + …;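 active = activation above the mean over all tested compounds plus 3 SD, cut at about 30% in these data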;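 also: rise in fluorescence read as greater calcium sensitivity of cardiac thin filaments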
# SR-BI DiI-HDL act – activators of SR-BI mediated DiI-HDL uptake, primary screen, ldlA[mSR-BI] CHO cells, DiI fluorescence; 3 h; 100 = double the neutral-control signal; activation, % at 12.5 µM; 0.096% of 320,000 active;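 active = mean replicate activation of at least 60% and every replicate at or above 60%; inconclusive = mean or all-replicate condition met, but not both; inactive = mean below 60% and not all replicates reaching 60%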;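 also: 0% = median plate neutral-control signal and 100% = twice that signal; values of inactives mirror those of a sister screen read the other way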
#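 Assay system: CHO ldlA[mSR-BI] cells, LDL receptor-null, SR-BI overexpressing; medium: Ham's F12 with 0.5% BSA, HEPES 25 mM, pH 7.4; also added: DiI-HDL 10 µg/mL; timing: 3 h uptake period with compound, 37 °C; signal: DiI fluorescence, bottom read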
# MITF TRPM1 HTS – activators of MITF-driven TRPM1 promoter reporter, primary screen, cell-based, SK-MEL-5, luciferase, single point. SK-MEL-5 TRPM1-promoter luciferase, 24 h; % of positive control, neutral wells = 0. activation, % at 12.5 µM. 0.75% of 300,000 active. AID 588334, 2011;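 active = mean activation of at least 80% with every replicate also reaching 80%; inconclusive = mean reaches 80% but some replicate falls short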;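 also: 0% = neutral control wells and 100% = parthenolide positive control wells; values of inactives mirror those of a sister screen read the other way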
# CDK5 p35 inh – inhibitors of human CDK5/p35 kinase, primary screen, biochemical, single concentration; Cyclin-dependent kinase 5 (Homo sapiens) + Cyclin-dependent kinase 5 activator 1 (Homo …; Recombinant CDK5/p35, ADP-Glo luminescence, 60 min; inhibition, % at 10 µM; 0.01% of 330,000 active; AID 488839, 2010;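 active = highest replicate inhibition of at least 50% and at least 75% of replicates reaching 50%; inconclusive = only one of the two criteria met; inactive = both criteria failed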;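 also: plate controls were DMSO neutral control for no effect and GW8510 at 10 µM for full effect; many of its hits are not listed in these tables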
# Rtt109 HAT inh – inhibitors of C. albicans Rtt109/Vps75 HAT, primary screen, biochemical, ThioGlo CoA-SH fluorescence, plate reader; Histone acetyltransferase RTT109 (Candida albicans (strain SC5314 / ATCC MYA-2876)), …; purified Rtt109/Vps75, 4 h; inhibition, % at 34.9 µM; 0.16% of 330,000 active; AID 540336, 2011;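 active = inhibition of at least 50% in every replicate; inconclusive = best replicate reaches 50% inhibition but some replicates fall short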
# Target sequence (Q5AAJ8 whole entry, looked up): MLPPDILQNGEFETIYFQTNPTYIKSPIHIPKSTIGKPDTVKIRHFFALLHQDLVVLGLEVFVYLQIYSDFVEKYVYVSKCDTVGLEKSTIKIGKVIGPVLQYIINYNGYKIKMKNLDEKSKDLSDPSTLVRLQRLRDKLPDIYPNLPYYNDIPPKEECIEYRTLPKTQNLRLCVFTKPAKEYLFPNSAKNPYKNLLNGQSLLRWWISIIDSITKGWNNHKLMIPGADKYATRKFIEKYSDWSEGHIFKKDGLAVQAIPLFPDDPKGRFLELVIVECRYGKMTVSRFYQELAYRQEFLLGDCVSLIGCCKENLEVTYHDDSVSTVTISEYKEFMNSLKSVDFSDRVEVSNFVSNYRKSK
# SR-BI HDL uptake – inhibitors of SR-BI mediated HDL lipid uptake, primary screen, ldlA[mSR-BI] cells, fluorescence, single point; 0.96% of 320,000 active; AID 488896, 2010; ldlA[mSR-BI] CHO cells, DiI-HDL uptake fluorescence, 3 h; Scavenger receptor class B member 1 (Mus musculus), Q61009; inhibition, % at 12.5 µM;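 active = mean replicate inhibition of at least 70% and a set share of replicates each scoring 70 or more; inconclusive = meets just one of the two criteria; inactive = fails both criteria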;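 also: 0% = median of neutral control wells and 100% = median of positive control wells; values of inactives mirror those of a sister screen read the other way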
# HTR5A ag – HTR5A agonists in luminescence cell assay, primary screen, counter-screen for OPRM1-OPRD1 heterodimer agonist project, full-deck HTS; cell-based; activation, % at 9.3 µM; 0.61% of 340,000 active; AID 504692, 2011; in the data active = activation mostly above about 9.5%, no sharp cut-off; inactive = mostly below about 7.6%;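 also: 0% = cells with vehicle only and 100% = reference agonist; strong numbers were not always called active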
# Target sequence (P47898 whole entry, looked up): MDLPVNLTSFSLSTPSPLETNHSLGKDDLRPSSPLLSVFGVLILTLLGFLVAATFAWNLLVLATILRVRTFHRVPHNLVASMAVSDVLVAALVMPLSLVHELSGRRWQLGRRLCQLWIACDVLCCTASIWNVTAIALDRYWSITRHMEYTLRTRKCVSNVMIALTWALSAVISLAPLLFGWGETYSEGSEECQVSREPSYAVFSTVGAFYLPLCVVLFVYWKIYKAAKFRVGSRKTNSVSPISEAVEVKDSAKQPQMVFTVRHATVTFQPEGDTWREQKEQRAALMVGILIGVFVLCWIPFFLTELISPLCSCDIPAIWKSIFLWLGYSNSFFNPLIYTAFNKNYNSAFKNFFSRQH
# dFosB activator – activators of delta FosB homodimer, primary screen, biochemical, fluorescence polarization, TAMRA-CDK5 oligo, single point; purified delta FosB; percent of positive-control signal above neutral wells; activation, % at 25 µM; 0.99% of 340,000 active; AID 493131, 2011;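 active = mean activation above about 17%, with every replicate also reaching it, limit read from the data, passing the limit was not always enough; inconclusive = only one of the two conditions met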;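 also: fluorescence polarization rise as delta FosB binds a TAMRA Cdk5 AP-1 oligo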
# Target sequence (P13346 whole entry, looked up): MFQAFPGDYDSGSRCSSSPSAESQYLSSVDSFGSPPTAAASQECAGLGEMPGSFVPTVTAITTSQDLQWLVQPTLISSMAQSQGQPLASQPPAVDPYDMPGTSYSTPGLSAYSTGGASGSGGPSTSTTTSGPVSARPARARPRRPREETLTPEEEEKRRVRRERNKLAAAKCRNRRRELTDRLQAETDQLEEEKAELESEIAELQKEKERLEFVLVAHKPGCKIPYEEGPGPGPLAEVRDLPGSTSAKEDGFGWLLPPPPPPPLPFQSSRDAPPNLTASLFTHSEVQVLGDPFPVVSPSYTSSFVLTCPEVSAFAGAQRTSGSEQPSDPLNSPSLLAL
# Wnt act – Wnt/beta-catenin pathway activators, primary screen, cell-based, plate reader, single point. Wnt/beta-catenin reporter cell assay, activator. activation, % at 9.35 µM. 1.2% of 300,000 active; in the data active = activation above about 30%, passing the limit was not always enough; inconclusive = no clear call, values can overlap the other calls;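 also: 0% = neutral control wells and 100% = positive control wells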
# PvdQ inh – P. aeruginosa PvdQ acylase inhibitors, primary screen, biochemical, fluorescence, plate reader and imaging, single point; PvdQ acylase [Pseudomonas aeruginosa LESB58]; purified PvdQ acylase; AID 488965, 2010; inhibition, % at 10 µM; 0.063% of 340,000 active; in the data active = inhibition above about 30%, passing the limit was not always enough; inconclusive = no clear call, values can overlap the other calls;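 also: 0% = vehicle neutral wells and 100% = reference inhibitor wells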
# Numbers without * were called inactive; ? = inconclusive; nt = not tested or not shown. Compounds were not picked by outcome, and some 4.4% of all compounds hit somewhere here.
SMILES	RTF Ca sens act	SR-BI DiI-HDL act	MITF TRPM1 HTS	CDK5 p35 inh	Rtt109 HAT inh	SR-BI HDL uptake	HTR5A ag	dFosB activator	Wnt act	PvdQ inh
Cc1ncc(CO)c(/C=N/NC(=O)c2ccc(O)cc2)c1O	1.1	-36.5	7.4	1.7	-4.0	36.5	0.1	-1.4	-5.1	25.8
O=C1NC(=O)C(Nc2cccc3ccccc23)S1 (stereo not given)	-11.1	7.7	-26.1	1.6	9.1	-7.7	2.2	-3.1	nt	-7.7
OCCN(CCCn1c(C(F)(F)F)nc2ccccc21)c1nc(CN2CCCCC2)cs1	-5.7	-5.6	7.5	2.0	14.2	12.1	-2.8	-7.1	-3.0	-14.1
Cc1nc2ccc(C(=O)N(C)CC3CCCN(CCc4ccc(Cl)cc4)C3)cc2[nH]1 (stereo not given)	-3.3	?	14.6	0.9	-2.1	-87.4	7.9	-7.8	-1.7	-15.1
Cn1c(N)c(C(=O)COC(=O)/C=C/c2ccc(F)cc2)c(=O)n(C)c1=O	2.3	2.7	16.6	-1.1	-4.7	-2.7	3.1	-25.0	-3.9	-10.4
CCc1ccccc1N(C)S(=O)(=O)c1ccc(-c2cc(C)no2)s1	-0.7	-12.6	-17.0	1.1	-5.6	12.6	2.8	-4.7	-15.8	-12.8
O=C1C=C(NCc2ccc(Cl)cc2)CC(c2ccco2)C1 (stereo not given)	-5.6	16.0	-8.2	nt	2.2	-16.0	-2.9	-16.8	-1.0	-6.1
O=C(NCCOCCNC(=O)OCc1ccccc1)OCc1ccccc1	3.6	1.5	6.3	0.5	1.5	-1.5	1.8	1.6	0.5	-10.4
CNC(C)C(=O)NC(C(=O)N1CCCC1C(=O)NNc1ccccc1)C(C)C (stereo not given)	-4.7	23.2	-13.1	1.4	1.0	-23.2	-6.3	-4.0	-1.2	-2.8
O=C(NCc1ccccc1)C(c1ccccc1)N(C(=O)c1csnn1)c1ccccc1 (stereo not given)	-4.3	3.7	-11.1	-0.9	2.2	-3.7	-0.2	-14.7	1.4	2.8
Cc1cc(C(=O)CCC(=O)Nc2ccc(S(N)(=O)=O)cc2)c(C)s1	-2.3	-5.4	2.6	0.5	-4.3	5.4	1.1	4.5	-5.3	-2.5
CC(=O)Nc1cc(Br)ccc1O	-3.8	9.4	0.7	-1.5	-1.9	-9.4	-2.5	4.7	-1.3	-3.6
COc1ccc(C2CCCN2C(=O)Nc2cccc(C(C)=O)c2)cc1OC (stereo not given)	-7.5	-40.0	12.3	1.3	-13.7	40.0	-1.1	0.2	-0.3	15.6
O=C1C2C3C=CC(C4CC34)C2C(=O)N1c1nccs1 (stereo not given)	10.1	45.5	2.6	0.9	-1.3	-45.5	0.7	-12.9	nt	-1.0
CC(COc1ccccc1)N1CCC(CO)(Cc2ccccc2)CC1 (stereo not given)	1.8	6.2	6.7	-0.1	-10.8	-6.2	-3.0	1.8	-0.2	-10.5
COc1ccc(/C=N\NC(=O)CCN2CCN(c3ccccc3)CC2)cc1OC	-3.2	2.0	-3.6	0.7	0.8	-2.0	-0.8	-3.6	nt	9.5
CCOc1ccc(CCNC(=O)COC(=O)c2ccc(S(C)(=O)=O)cc2)cc1OCC	10.9	-1.8	1.3	-5.7	-8.1	1.8	4.7	-6.0	1.8	-2.5
CCN1CCN(C(=O)c2cc3c(OC)c(OC)c(OC)cc3[nH]2)CC1	1.0	-14.2	8.0	-1.4	-24.5	14.2	4.6	-1.8	-2.7	-4.2
Cc1cccc(C)c1OCc1cc(C(=O)NCC2CCCCC2)no1	2.0	3.3	-8.3	0.3	-11.0	-3.3	-0.8	-1.8	-2.4	-18.2
Cc1cc(C)n2nc(C(=O)N/N=C/c3ccc(O)cc3)nc2n1	-6.8	8.3	-1.2	-0.9	9.2	-8.3	-1.7	4.8	-2.3	6.9
O=C(NN1C(=O)c2ccccc2C1=O)c1ccccc1[N+](=O)[O-]	-4.4	2.6	2.2	1.0	1.2	-2.6	-3.3	-2.7	-1.0	-10.0
CC(C)OCCCNC(=O)Nc1cccc2ccccc12	-2.9	11.8	-1.6	1.4	0.2	-11.8	-3.0	-3.6	-2.7	-7.3
COc1cccc(C=Nc2cc(C)cc(C)c2)c1O	4.3	11.1	-8.5	-0.1	-1.6	-11.1	0.8	-3.0	-3.0	-9.1
COc1cc(C2C3=C(CCCC3=O)Nc3c2c(C)nn3-c2cccc(C)c2)cc(OC)c1O (stereo not given)	-0.8	-6.4	-4.9	-1.8	-3.0	6.4	1.1	-8.3	-2.3	-2.5
COc1cccc(-n2c(Cc3cc(=O)[nH]c(=O)[nH]3)nnc2SCC(=O)N2CCCCC2)c1	5.1	13.7	-10.9	-5.4	-1.7	-13.7	-1.5	9.3	14.3	-11.4
CCOc1cc(/C=N/NC(=O)C(=O)N2CCCC2)ccc1O	0.6	13.0	-4.1	-1.4	-0.3	-13.0	5.7	1.9	-8.3	-7.4
Cc1cccc(NC(=O)Cn2cnc3sc(C)c(S(=O)(=O)N4CCC(C)CC4)c3c2=O)n1	-2.3	-17.5	-12.4	0.3	-2.6	17.5	3.1	-8.0	-2.4	-7.1
O=C1c2ccccc2C2=Nc3ccccc3SC(c3cccc(F)c3)C12 (stereo not given)	-21.7	-71.3	0.8	-0.2	18.5	?	-5.9	-4.9	-9.7	-13.1
NC(=O)C(c1ccc(Sc2ccccc2)nn1)c1ccc(Cl)cc1Cl (stereo not given)	-3.1	7.1	-11.0	2.6	1.8	-7.1	-0.6	-6.2	nt	2.5
COc1ccc(-n2nc(C(=O)O)c3ccccc3c2=O)cc1	-7.2	-10.5	-8.2	-0.8	-0.2	10.5	0.5	1.4	nt	4.8
Cc1ccccc1CN1N=C(/C=C/c2ccccc2)CCC1=O	-0.1	23.5	-6.1	1.7	-7.7	-23.5	-14.0	-2.5	-2.2	4.5
O=C(Nc1nccs1)c1cc(-c2ccncc2)nc2ccccc12	4.4	-22.4	-25.4	2.5	0.7	22.4	3.4	-5.8	-2.6	-3.0
Cc1cc(C)c2cc(C#N)c(SCC(=O)NCC3CCCO3)nc2c1 (stereo not given)	0.0	nt	-17.2	-0.1	-0.4	nt	7.8	-4.8	nt	-3.0
CCCCc1cn(C[C@H]2CC[C@@H]([C@@H]3CC[C@H](Cn4cc(CCCC)nn4)O3)O2)nn1	2.7	5.4	-5.0	-1.1	0.9	-5.4	3.6	0.3	-2.6	-8.5
O=C(CCC(=O)Nc1ccc(Cl)cc1)N/N=C/c1ccc2c(c1)OCO2	-2.9	13.5	12.6	1.6	-5.1	-13.5	0.8	4.5	-0.1	-11.3
Cc1ccccc1C1C(C#N)=C2N=C(N)c3ccccc3N2C2=C1C(=O)CCC2 (stereo not given)	-3.0	nt	-5.1	0.7	9.1	nt	0.3	-3.3	4.0	-6.4
COc1ccccc1Nc1nc(-c2sc(N)nc2C)cs1	-5.3	-40.0	-6.4	1.0	-5.2	40.0	2.9	-13.3	2.2	-2.0
CC12CCC(C(=O)N(CSC(=S)N/N=C\c3ccccc3Cl)C1=O)C2(C)C (stereo not given)	-4.2	-15.5	14.1	0.3	2.3	15.5	1.6	0.1	-1.8	2.0
Cc1nc2ccccc2n1S(=O)(=O)c1ccc(S(=O)(=O)N2CCCCCC2)cc1	-0.7	-7.1	0.6	2.0	-3.9	7.1	14.3*	4.5	nt	0.2
COc1ccc(CC(=O)Oc2ccccc2Cl)cc1S(=O)(=O)N1CCOCC1	0.6	13.9	-5.0	0.0	2.4	-13.9	-1.6	-6.6	-3.2	-6.4
O=C(Nc1ccc(N2CCN(Cc3ccccc3F)CC2)cc1)c1ccccc1[N+](=O)[O-]	6.2	-46.4	-10.3	-6.0	7.6	46.4	2.4	-4.2	-1.0	-2.0
Cc1cc(C)n(-c2ccc(C(=O)OCC(=O)NCc3ccc(Cl)cc3)cc2)n1	-1.0	4.4	14.0	0.1	-7.0	-4.4	-1.6	6.9	-1.2	-15.9
COCCNC(=O)C(c1ccc(C)o1)N(C(=O)c1snc(C(N)=O)c1N)c1cc(C)cc(C)c1 (stereo not given)	7.6	17.1	-3.4	-2.5	1.4	-17.1	-1.8	-15.4	?	-11.6
O=C(NC1CCCCC1)N(Cc1ccccc1)Cc1ccco1	-1.7	-13.4	0.2	-2.1	-2.7	13.4	4.0	-5.5	nt	6.3
CC(=O)NCCC1CCCCN1C(=O)c1cc(COc2cc(C)ccc2C)on1 (stereo not given)	-5.4	-3.0	?	1.1	2.1	3.0	-7.3	-11.4	22.1	3.6
CC(C)NC(=S)N1CCN(S(=O)(=O)c2cccc(C(F)(F)F)c2)CC1	4.7	-2.5	-2.8	-0.9	23.1	2.5	-0.7	-3.3	nt	1.7
N/C(=N/OC(=O)c1ccc(Cl)cc1)c1ncc([N+](=O)[O-])s1	nt	6.1	nt	-0.2	-8.3	-6.1	nt	7.4	13.7	-15.2
O=C1CCc2cc(S(=O)(=O)NC(Cc3ccccc3)C(=O)N3CCN(c4ccccn4)CC3)ccc2N1 (stereo not given)	2.1	10.7	-6.9	2.0	0.2	-10.7	-7.1	-8.2	1.2	8.2
CN(C)S(=O)(=O)c1ccc(S(=O)(=O)N2CCCC2)cc1	-5.0	-16.9	-0.9	0.2	-0.4	16.9	-8.3	-6.5	-4.2	-9.5
CC(=O)Nc1ccc(N/C=C/C(=O)c2ccc(Cl)cc2)cc1	-4.1	-24.9	nt	-2.2	10.2	24.9	-1.4	-6.4	27.1	-0.2
CCCCNc1nc2ccccc2n1CC(=O)Nc1c(C)cccc1CC	7.4	nt	-6.9	-7.2	0.4	nt	nt	-1.9	6.0	-7.0
CCCCNC(=S)NNC(=O)c1c(Cl)c(C)nn1C	-3.3	-6.4	-6.7	1.0	-5.1	6.4	0.3	-7.8	-1.9	-12.5
CCN1CCc2nc3sc(C(=O)N4CCc5ccccc5C4)c(N)c3cc2C1	-5.2	-27.9	10.0	1.2	9.8	27.9	-1.1	-21.6	-3.1	1.5
